Compound activity (PubChem)
NIH3T3 tox – Cytotoxic Profiling in NIH 3T3 Cell Line of Diverse Libraries Using Quantitative High-Throughput Screening; NIH 3T3 viability, CellTiter-Glo ATP luminescence, 48-72 h; Potency, µM (doses to about 96.7 µM), without a hit: at the highest dose activity change, negative = cytotoxicity, hits mostly inhibitors; hit rate 4.3% among 94,000; AID 1345082, 2018; also: potency is read from the fitted curve at half-maximal effect; nearly all actives have a fitted effect of over 55% in size
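ATP-dependent luminescence (CellTiter-Glo) served as the viability signal for NIH 3T3 cells treated with compound for 48 or 72 hr at 37 °C.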
IP6K1 inhibitor – Primary qHTS assay for small molecule inhibitors of Inositol hexaphosphate kinase 1 (IP6K1) | Inositol hexakisphosphate kinase 1 (Homo sapiens), Q92551 | IP6K1 kinase, ADP-Glo luminescence, 2 h; active compounds read low | activity change, % (series mostly up to about 58 µM) | hit rate 0.81% among 140,000 | AID 1645851, 2021; in the data active = activity change below about -25%
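ADP-Glo luminescence measures ADP made by human IP6K1 during a 2 h RT reaction with ATP/IP6 (mix at 1.3 mM/130 uM); top library doses 57.5 and 19.1 uM final.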
HEK293 tox – Cytotoxic Profiling in HEK 293 Cell Line of Diverse Libraries Using Quantitative High-Throughput Screening. HEK 293 viability, ATP luminescence (CellTiter-Glo), 48-72 h. Potency, µM (highest dose often 115 µM), for inactives: at the top dose activity change, negative = cytotoxicity, usual class: inhibitors. hit rate 6.6% among 94,000; also: potency is read from the fitted curve at half-maximal effect; nearly all actives have a fitted effect of over 60% in size
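HEK 293 seeded at 250 cells/well receive compound via pintool. After 48 or 72 hr at 37 degree Celsius, 5% CO2 and 95% humidity, CellTiter-Glo is dispensed and luminescence read following 10 min at room temperature.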
SNCA expr inhib – Primary qHTS assay for inhibitors of alpha-synuclein gene (SNCA) expression; HEK-293 SNCA-luciferase knock-in, luminescence, 24 h; Potency, µM (top dose mostly 57.2 µM), inactives show at the highest dose activity change, negative = inhibition, usual class: inhibitors; hit rate 0.17% among 140,000; AID 1671194, 2021;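 also: potency is read from the fitted curve at half-maximal effect; plate controls were DMSO cells for no effect and cell-free wells for full effect; nearly all actives have a fitted effect of over 45% in size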
HEK293 viab – GF-AFC viability counterscreen for inhibitors of alpha-synuclein gene (SNCA) expression; HEK-293-SNCA-luc viability, GF-AFC fluorescence, 24 h; Potency, µM (highest dose often 57.1 µM), for the others: at the top dose activity change, negative = cytotoxicity, actives largely listed as cytotoxic; hit rate 0.12% among 150,000; AID 1671193, 2021;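 also: potency is read from the fitted curve at half-maximal effect; 0% = DMSO-treated cells and -100% = medium-only wells without cells; nearly all actives have a fitted effect of over 30% in size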
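HEK-293-SNCA-luc cells (1500/well) plated 24 h, then exposed 24 h to a dilution series; GF-AFC added 30 min at 37C, fluorescence 405/540 nm; normalised to medium-only and DMSO wells, Hill fit.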
GPT2 inh – Primary qHTS assay for inhibitors of Glutamate pyruvate transaminase 2 (GPT2); Alanine aminotransferase 2 (Homo sapiens), Q8TD30; Recombinant GPT2, coupled pyruvate oxidase/HRP Amplex Red fluorescence; Potency, µM (titrated, usually from 57.7 µM), inactives show at the top dose activity change, negative = inhibition, hits mostly inhibitors; hit rate 0.25% among 100,000; AID 1671188, 2021; also: potency is read from the fitted curve at half-maximal effect; nearly all actives have a fitted effect of over 60% in size; many of its hits are not listed in these tables
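Fluorescence of coupled pyruvate oxidase/HRP/Amplex Red system (50uM Amplex, 30 min, dark) reports pyruvate formed by GPT2. Enzyme reaction: 10ng/uL GPT2, 2mM L-alanine, 250uM a-KG, 30 min room temperature, pH 7.5; 50uM AOA control.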
Luciferase inh – Firefly luciferase inhibition profiling of diverse chemical library using quantitative high-throughput screening; Potency, µM (doses to about 115 µM), for the others: at the top dose activity change, negative = inhibition, hits mostly inhibitors; purified P. pyralis luciferase, luminescence, biochemical; hit rate 2.5% among 76,000; AID 1347043, 2019; also: potency is read from the fitted curve at half-maximal effect; nearly all actives have a fitted effect of over 65% in size
Target sequence (P08659 whole entry, looked up): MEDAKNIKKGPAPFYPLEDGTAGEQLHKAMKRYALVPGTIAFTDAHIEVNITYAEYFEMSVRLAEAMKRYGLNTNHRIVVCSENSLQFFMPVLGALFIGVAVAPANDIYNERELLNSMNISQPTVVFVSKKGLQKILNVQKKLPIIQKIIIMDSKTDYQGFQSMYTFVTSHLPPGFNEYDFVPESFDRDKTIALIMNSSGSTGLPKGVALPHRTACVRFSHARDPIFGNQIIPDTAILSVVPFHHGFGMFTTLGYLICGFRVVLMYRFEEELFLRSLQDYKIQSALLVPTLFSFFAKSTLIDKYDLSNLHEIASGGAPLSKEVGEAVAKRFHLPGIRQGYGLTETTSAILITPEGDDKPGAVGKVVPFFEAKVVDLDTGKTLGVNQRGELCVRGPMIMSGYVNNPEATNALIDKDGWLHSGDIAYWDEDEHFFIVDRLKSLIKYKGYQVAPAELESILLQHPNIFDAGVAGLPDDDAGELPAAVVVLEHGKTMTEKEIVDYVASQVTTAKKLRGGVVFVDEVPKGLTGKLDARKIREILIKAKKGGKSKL
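Luminescence read by CCD imager after adding enzyme (10nM final) to wells holding compound, titrated in qHTS. Substrates 10uM each D-luciferin and ATP; buffer 50mM Tris acetate pH 7.5, 10mM Mg acetate, Tween-20, BSA.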
Numbers without * were called inactive; i = inactive; u = inconclusive; x = no result given; [ ] = dose if it differs, or a comment. Unless noted, calls follow the shape of the dose curve; as a rule, active = well fitted curve in the direction sought with a large enough effect; inconclusive = small, poorly fitted or top-dose-only effect, or another doubt; inactive = no such curve, though single readings can be large; an effect the other way counts as inactive or inconclusive. Unless noted, % is scaled to controls: 0 for no effect and ±100 for the full control effect.

SMILES	NIH3T3 tox	IP6K1 inhibitor	HEK293 tox	SNCA expr inhib	HEK293 viab	GPT2 inh	Luciferase inh
N#Cc1cccc(CN[C@H]2[C@H](O)[C@H](O)C[C@@H]2c2ccc(N3CCOCC3)nc2)c1	i	3.7	3.7%[172 µM]	-7.4%[87.6 µM]	-13.6%[87.6 µM]	i	-10.7%[172 µM]
COc1ccc(S(=O)(=O)N2CCC(OC3CCN(C)CC3)CC2)cc1	-19.1%	-6.1	-0.8%	15.8%	-9.3%	i	-7.9%
CN(C)C[C@@H]1CN(Cc2ccccn2)C[C@H]1NS(=O)(=O)c1cccc(F)c1	-8.4%	20.9	-2.7%	-1.3%	10.3%	i	1.5%
CCN1C(=O)CCN(Cc2ccc(C)c(C)c2)CC12CCOCC2	-13.4%	-8.6	u	17.0%	1.4%	-0.9%	0.3%
COc1ccc(NC(=O)Cn2c(=O)c3ccccc3n3nncc23)c(OC)c1	x	-4.8	x	-31.2%	1.9%	x	x
COC(=O)CCNC(=O)C1CN(S(=O)(=O)c2cccs2)CC12CCCCC2 (configuration not stated)	i	21.6	5.1%	-22.1%	-4.6%	1.6%	-2.1%
COc1ccc(C2=C(C)C(=O)N(Cc3ccc(C(=O)NCc4ccccc4C)cc3)S2(=O)=O)cc1	x	-10.9	x	-22.2%	0.7%	x	x
CC1(C)[C@H](Cc2cc(-c3ccccc3)on2)C[C@@H]1NS(C)(=O)=O	u	9.5	89.1µM*	40.6%[activator][87.6 µM]	-14.5%[87.6 µM]	-10.4%[88.5 µM]	u
COc1ccc(-n2cc(-c3ccc4c(c3)OCO4)n(CC(=O)Nc3cccc(C)c3C)c2=O)c(OC)c1	x	-6.8	x	12.4%	-29.8%	x	x
CCc1cccc(NC(=O)Cn2c(=O)c(-c3noc(C)n3)c3n(c2=O)CCCCC3)c1	-5.6%	-0.1	0.2%	-3.2%	-0.6%	-11.2%	-4.2%
COCc1noc([C@@H]2CN(C(=O)CCc3nc4ccccc4[nH]3)C[C@H]2C(N)=O)n1	i	1.1	-3.0%	5.5%	1.5%	i	5.1%
O=C1CC2(CCN(Cc3ccccc3)CC2)Oc2ccccc21	u	8.2	u	29.9%[87.6 µM]	5.9%[87.6 µM]	i	u
CC(=O)Nc1ccc(NC(=O)C2CCCN(S(=O)(=O)c3ccc4c(c3)CCCC(=O)N4)C2)cc1 (configuration not stated)	x	-1.4	x	25.6%	1.5%	x	x
CCC(C)NC(=O)C1CCCN1Cc1ccc(-c2cncnc2)cc1 (configuration not stated)	-25.5%	2.1	-13.0%	-29.1%	-1.5%	-9.2%	x
COc1ccc(-c2nc3cc(C)ccc3cc2CN2CCN(C(C)=O)CC2)cc1	u	-0.4	-29.8%	-5.1%	-1.4%	0.6%	-8.8%
Nc1cc(Cl)c(NC2=NCCN2)c(Cl)c1	x	x	x	10.6%	3.7%	4.7%	x
Cc1nn2c(=O)cc(COc3ccc(/C=C(\C#N)C(=O)Nc4ccc(F)cc4)cc3)nc2s1	x	-10.8	x	-8.4%	10.4%	x	x
CC(C)c1nc2c(c(-c3ccc(O)cc3)n1)CCN(C(=O)c1cccc(Cl)c1)CC2	-26.3%	9.1	u	-6.5%	u	i	-8.9%
O=C(c1ccccc1F)N1CCn2c(nnc2C2CCCNC2)C1 (configuration not stated)	-12.3%[138 µM]	0.7	-6.4%[172 µM]	-8.6%[87.6 µM]	5.7%[87.6 µM]	i	-0.3%[172 µM]
CCc1noc(-c2cccn3c(CNC(=O)c4ccc(C)c(F)c4)nnc23)n1	-14.6%	4.3	u	u	-6.9%	-7.2%	-8.8%
Cc1noc([C@@H]2CN(C(=O)Cc3c[nH]c4ccccc34)C[C@H]2CO)n1	-8.0%	5.5	-3.5%	-28.5%	6.5%	i	1.9%
CCOc1ccc(NC(=O)c2cc3cc4ccc(C)cc4nc3o2)cc1	x	-1.2	x	44.0%[activator]	6.6%	x	x
COc1ccc(CCNC(=O)c2c(C)nn(-c3ccc(F)cc3)c2-n2cccc2)c(OC)c1OC	x	19.2	x	u	-24.8%	x	x
COc1ccc(OC)c([S+](=O)([O-])c2nnn3c2nc(NC2CC2)c2ccccc23)c1	-35.0%	11.3	1.7%	-18.5%	4.1%	-7.8%	x
Cc1cccc(CN2CCN(C(c3ccccc3)c3ccc(Cl)cc3)CC2)c1 (configuration not stated)	x	2.9	x	-20.6%	0.2%	i	x
C=CC(C)(C)c1[nH]c2ccccc2c1C[C@@H]1NC(=O)[C@H](Cc2c[nH]c3ccccc23)NC1=O	x	23.0	x	x	-25.1%[23.9 µM]	1.0%[27.3 µM]	x
Cc1noc(-c2ccn3c(CNC(=O)c4cccc5[nH]ccc45)nnc3c2)n1	u	38.0	u	-2.3%	-8.0%	-5.2%	3.5%
Cn1ncc(N2CCCC(CC(=O)O)C2)cc1=O (configuration not stated)	-3.9%	32.1	-6.3%	-13.6%	1.3%	-8.8%	-16.5%
COc1ccc(C(=O)N[C@@H]2CN(C(=O)NC(C)C)CCC[C@H]2O)cc1	-1.9%[174 µM]	9.3	-21.9%[172 µM]	-8.8%[87.6 µM]	-3.5%[87.6 µM]	2.0%[88.5 µM]	-10.0%[172 µM]
COCC1(O)CCOC2(CCN(S(=O)(=O)c3ccc(OC)cc3)CC2)C1 (configuration not stated)	-11.0%	-2.6	0.2%	-11.8%	6.0%	i	x
COc1ccc(C(=O)N2CCCC(N3C(=O)c4c(c(C)nn4-c4ccccc4)C3C)C2)cc1 (configuration not stated)	14.1µM*	7.7	u	x	x	x	x
Cc1cccc(N2CCN(C(=O)C3CCN(S(=O)(=O)c4c(C)noc4C)CC3)CC2)c1C	x	4.0	x	27.5%	-0.3%	x	x
CN(C)C[C@@H]1CN(C2CCOCC2)C[C@H]1NC(=O)c1ccc2c(c1)OCO2	-9.7%	19.6	-25.1%	u	-2.7%	i	10.1%
COc1ccc(OC)c(NC(=O)CSc2c3c(nc4cc(Cl)ccc24)CCCC3)c1	x	23.3	x	1.7%	-6.2%	x	x
CCN1CCN(C(=O)CC2Sc3ncccc3N(CC)C2=O)CC1 (configuration not stated)	-12.2%	-4.7	-0.7%	-17.5%	5.3%	1.1%	-7.1%
CCOC(=O)C1CCN(CCC(=O)Nc2ccc(Br)c(C)c2)CC1	x	8.5	x	45.0%[activator]	3.3%	x	x
COc1ccc(CCNC(=O)CSc2ncc3c(n2)-c2cc(Cl)ccc2N(Cc2ccccc2)S3(=O)=O)cc1OC	x	-10.0	x	32.2%[activator]	7.3%	x	x
COC[C@@H]1CN(C(=O)c2ccncc2)C[C@H]1c1ccncc1	1.0%	3.8	3.7%	-6.6%	-11.6%	i	5.4%
CC1(C)[C@H](Cc2cc(CC3CCCCC3)on2)C[C@@H]1NC(=O)c1ccco1	70.8µM*	4.2	25.1µM*	u	u	u	8.9%[172 µM]
COc1ccc(-c2ccnc(N[C@H]3CO[C@H]4[C@@H]3OC[C@@H]4NC(=O)c3ccc4c(c3)OCO4)n2)cc1	u	-18.8	31.6µM*	u	u	0.0%	-7.7%
COc1cc(-c2cc3n(C)c(C)c(CCC(=O)NCc4ccccc4)c(=O)n3n2)cc(OC)c1OC	x	6.6	x	42.5%[activator]	-3.7%	x	x
C[C@H]1[C@@H]2[C@@H](O)C([C@H](C)C(=O)NCc3ccccn3)CC[C@@]2(C)CC[C@@H]1NC(=O)Cc1ccccc1 (some centres not stated)	-19.9%	11.6	-14.9%	2.5%	-2.6%	i	-3.7%
Cc1cc(O)c2c(O)c3c(O)cccc3cc2c1	x	-0.1	x	23.2%[25.6 µM]	4.0%[23.9 µM]	-8.9%	x
COc1ccc(S(=O)(=O)Cc2ccc(C(=O)N3CCN(c4cc(C)ccc4C)CC3)o2)cc1	x	21.3	x	-1.5%	-1.3%	x	x
Cc1ccc2nc(C(=O)N(C)Cc3cc(-c4cccnc4)no3)cn2c1	u	1.4	u	19.8%	-1.1%	-2.3%	u
CC(=O)Nc1ccc(CN(C)C2CCc3ccccc32)cc1 (configuration not stated)	-17.9%[138 µM]	10.8	-25.2%[172 µM]	-4.8%[87.6 µM]	-19.9%[87.6 µM]	i	-2.1%[172 µM]
